Screens deposited in PubChem BioAssay by Broad Institute.
esBAF inh – SWI/SNF esBAF complex inhibition; mouse ES cells, Bmi1-luciferase knock-in reporter, 24 h; 100% = twice the neutral-well signal; reporter increase, % at 12.5 µM; 2% of 350,000 active; AID 602393; in the data active means activation above about 40%; inconclusive means no clear call, values can overlap the other calls;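 further: 0% = median of the plate's neutral control wells and 100% = double that signal; a rise in the Bmi1 reporter signal indicates esBAF inhibition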
RAD54 branch – RAD54 (human) branch migration inhibition | Q92698 | RAD54 Holliday junction branch migration, FAM/BHQ fluorescence | inhibition, % at 10.4 µM | 0.14% of 360,000 active | AID 602329;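 active means mean normalized replicate activity at least 40 and at least half of replicates scoring 40 or more; inconclusive means only one of the two criteria met; inactive means mean below 40 and under half of replicates reaching 40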;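 further: 0% = median of neutral control wells and 100% = median of positive control wells; inhibitors cause a drop in the FAM fluorescence signal; in these data hits start at about 50%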
Target sequence (Q92698 whole entry, looked up): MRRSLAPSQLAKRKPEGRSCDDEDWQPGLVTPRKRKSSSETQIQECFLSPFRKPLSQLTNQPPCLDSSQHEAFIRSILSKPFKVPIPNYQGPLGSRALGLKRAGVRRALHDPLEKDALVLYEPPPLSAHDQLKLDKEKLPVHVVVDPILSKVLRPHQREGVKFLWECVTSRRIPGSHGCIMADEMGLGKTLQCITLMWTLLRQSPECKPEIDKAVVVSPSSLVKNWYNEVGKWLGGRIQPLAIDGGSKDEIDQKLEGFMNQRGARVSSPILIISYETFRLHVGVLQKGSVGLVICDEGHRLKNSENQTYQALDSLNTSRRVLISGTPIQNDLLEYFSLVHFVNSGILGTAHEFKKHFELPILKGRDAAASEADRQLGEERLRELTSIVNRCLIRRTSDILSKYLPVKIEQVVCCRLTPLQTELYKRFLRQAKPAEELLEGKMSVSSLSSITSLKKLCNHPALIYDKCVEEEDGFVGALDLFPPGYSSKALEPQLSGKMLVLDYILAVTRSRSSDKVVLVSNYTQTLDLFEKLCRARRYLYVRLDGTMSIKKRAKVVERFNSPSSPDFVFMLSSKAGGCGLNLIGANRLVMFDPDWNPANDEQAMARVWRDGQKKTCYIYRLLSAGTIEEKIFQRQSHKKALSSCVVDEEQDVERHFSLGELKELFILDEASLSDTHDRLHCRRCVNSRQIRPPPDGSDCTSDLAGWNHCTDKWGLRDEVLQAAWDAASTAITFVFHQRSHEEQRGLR
E-sel inducer – induces E-selectin expression in human endothelial cells. P16581. HUVEC E-selectin immunofluorescence imaging; normalized: neutral wells 0, TNF-alpha wells 100. AID 686992. activation, % at 7.58 µM. 0.37% of 260,000 active;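 active means mean E-selectin-positive cell signal at least 10% of the positive control, reached in at least 60% of replicates, without over 20% cell loss; inconclusive means no rule given, readout overlaps actives, possibly toxicity-flagged; inactive means the rest, including those meeting only one limit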;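 further: in these data hits start at about 27%; measured in HUVEC primary endothelial cells; signal is the percent of cells scored E-selectin positive by PE staining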
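Read-out: % PE-positive cells | Test system: HUVEC | Doses: One compound dose added by pin transfer | Buffer or medium: EGM-2 over gelatin coat | Signal: Immunofluorescence imaging | Benchmarks: TNF-alpha, DMSO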
RAD52 anneal inh – blocks human RAD52 DNA annealing | 0.46% of 360,000 active | inhibition, % at 18.7 µM | P43351 | AID 651710 | recombinant RAD52 DNA annealing, FRET fluorescence;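 active means every replicate showing at least 50% inhibition; inconclusive means mean inhibition at least 50% but not in every replicate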
ERp5 block – inhibitors of human ERp5. inhibition, % at 9.99 µM. ERp5 insulin aggregation, absorbance 650 nm, 90 min. 0.05% of 350,000 active;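 active means mean replicate inhibition above about 25%, with every replicate also reaching it, limit read from the data, passing the limit was not always enough; inconclusive means only one of those two criteria met; inactive means neither criterion met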
ERAP1 HTS inh – ERAP1 (human) enzyme inhibition. Q9NZ08. recombinant ERAP1, Leu-AMC fluorescence, 60 min. inhibition, % at 10.7 µM. 0.15% of 340,000 active. AID 652197;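 active means mean replicate inhibition of at least 30%, or all replicates individually reaching that 30% level; inactive means mean below 30% and not every replicate reaching it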;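 further: 0% = neutral control wells and 100% = L-leucinethiol positive control wells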
Xi reactivation – activators of X-chromosome reactivation in mouse fibroblasts | XiGFP mouse fibroblasts, % GFP-positive cells imaging, 3 d; cells co-treated with 5-aza-dC sensitizer; scaled so ellipticine positive control = 100% | AID 743238 | activation, % at 7.58 µM | 0.055% of 360,000 active;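 active means mean normalized replicate activation at least 10% and every replicate at or above 10%; inconclusive means only one of the two criteria met; inactive means mean below 10% and not all replicates reach 10%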;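 further: 0% = median of on-plate neutral control wells and 100% = ellipticine 6 µM median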
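Assay system: SV40-immortalized XiGFP fibroblast cells, line 68-5-11; buffer or medium: DMEM plus 5-aza-dC sensitizer; compound: one concentration, pinned; timing: compounds 3 days, fix/stain 15 min at room temperature; benchmarks: positive control ellipticine, 6 µM final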
S100A4 MyoIIA – S100A4-myosin IIA interaction inhibition; P26447; S100A4/TAMRA-MyoIIA peptide fluorescence polarization; 0.14% of 360,000 active; inhibition, % at 10.7 µM; AID 652163;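 active means mean inhibition of at least 70% across replicates, with every replicate also reaching that level; inconclusive means mean inhibition reaches 70% but some replicates fall short; inactive means mean inhibition below 70%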
Target sequence (P26447 whole entry, looked up): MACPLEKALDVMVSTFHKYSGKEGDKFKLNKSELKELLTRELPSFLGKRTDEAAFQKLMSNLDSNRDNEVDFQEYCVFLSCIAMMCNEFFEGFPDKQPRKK
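Test system – S100A4 monomer (human) · Compound – single-point compound testing · Schedule – 5 min incubation before reading · Probe or stimulus – TAMRA-labelled myosin IIA heavy-chain peptide probe, 5 nM · Benchmarks – neutral control DMSO, positive control TFP · Medium – Calcium-containing HEPES buffer, pH 7.2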
Starred values were filed as active, the others as inactive; ? = inconclusive; nt = no result given.

entry | canonical_smiles | esBAF inh | RAD54 branch | E-sel inducer | RAD52 anneal inh | ERp5 block | ERAP1 HTS inh | Xi reactivation | S100A4 MyoIIA
1 | CCC(=O)N(C)C[C@H]1Oc2cc(C#Cc3cccnc3)ccc2S(=O)(=O)N([C@@H](C)CO)C[C@H]1C | -2 | -4 | -0.3 | 2 | -2 | -4 | -0.3 | 0
2 | COC(=O)c1ccc(NC(=O)c2cccc(N3C(=O)C4C5C=CC(C6CC56)C4C3=O)c2)cc1 (centres undefined) | 6 | -13 | -0.1 | 2 | -6 | -4 | -0.1 | 1
3 | Cc1cccc(S(=O)(=O)N2CC[C@@H]3[C@H](CO)Nc4ccc(C#Cc5ccccc5F)cc4[C@@H]32)c1 | -5 | -1 | -0.2 | -17 | 2 | 0 | 0.1 | 1
4 | COc1ccc(S(=O)(=O)N2CCCOC2CNC(=O)C(=O)NCCCN2CCOCC2)cc1 (centres undefined) | -6 | -2 | -0.1 | -2 | -3 | -4 | -0.1 | -1
5 | Cn1c(=O)c2c(nc(Br)n2C/C=N/NC(N)=S)n(C)c1=O | nt | -12 | 0.5 | -8 | 5 | 1 | 0.0 | 3
6 | COCC(=O)N(C)C[C@@H]1Oc2ncc(-c3ccccc3OC)cc2C(=O)N([C@@H](C)CO)C[C@@H]1C | -18 | 5 | -0.1 | 18 | 6 | 1 | -1.3 | 4
7 | C/C=C/c1cnc2c(c1)C(=O)N([C@@H](C)CO)C[C@@H](C)[C@H](CN(C)C(=O)Cc1ccccn1)O2 | -6 | 7 | 0.1 | 2 | -3 | -4 | -1.2 | 1
8 | O=C(CNC(=O)Cc1ccccc1)NCC(=O)OCc1ccc(C(=O)c2ccccc2)cc1 | 4 | -1 | nt | -9 | 12 | 4 | nt | -6
9 | NC(=O)c1ccc(NC(=O)COC(=O)CNC(=O)c2sc3ccccc3c2Cl)cc1 | -10 | -5 | -0.2 | -13 | 1 | -2 | -0.1 | 10
10 | COC(=O)C1=C(C)N(C)C(=NCC2CC2)NC1c1ccccc1 (centres undefined) | nt | nt | 0.0 | -18 | 0 | 0 | 0.0 | -6
11 | CNC(=O)C[C@H]1CC[C@@H]2[C@H](COc3ccc(NC(=O)C4CCCCC4)cc3C(=O)N2C)O1 | 2 | 1 | 0.0 | -8 | 3 | -1 | 0.2 | -5
12 | N#Cc1ccc(-c2cn(-c3ccccc3)c3[n+]2CCCS3)cc1 | nt | nt | nt | -25 | 7 | 2 | 0.3 | 2
13 | CC(C)NC(=O)COC(=O)c1cc(=O)[nH]c2ccccc12 | 2 | 3 | nt | 2 | 0 | -6 | nt | 7
14 | NC(=O)C1CCCN(C(=O)c2ccc(S(=O)(=O)N3CCCCCC3)cc2)C1 (centres undefined) | -6 | -6 | 1.6 | -14 | 6 | -4 | 0.0 | 3
15 | COC(=O)c1ccc(CNC(=O)c2ccccc2C(=O)NCC2(CBr)OCCO2)cc1 | -7 | 0 | 1.1 | -8 | -1 | 3 | 0.1 | -5
16 | CNC(=O)CSc1nnc(-c2ccco2)n1-c1cc(C)ccc1C | -5 | -1 | 0.0 | -12 | 2 | -1 | 0.1 | 14
17 | Cn1c(=O)n(Cc2ccccc2Cl)c2ccccc21 | -3 | -3 | -0.9 | -7 | -2 | -1 | 0.0 | -2
18 | C[C@@H]1CN([C@H](C)CO)C(=O)c2cc(/C=C/c3ccccc3)cnc2O[C@H]1CN(C)S(=O)(=O)c1cn(C)cn1 | 2 | -5 | -0.2 | 11 | -1 | -3 | -0.9 | 3
19 | Cc1ccccc1-c1nc(CS(=O)(=O)CC(=O)N2CCCCC2)c(C)o1 | -2 | 3 | nt | -4 | 3 | 2 | 0.2 | 1
20 | CC(C)(C)[S@@](=O)N1Cc2cc(C(=O)N[C@H]3CCN(Cc4ccccc4)C3)nc(-c3cccc(-c4cccnc4)c3)c2[C@H]1CCO | 7 | -12 | 1.4 | -34 | 0 | -1 | 0.1 | -8
21 | O=C(O)CCc1ccc(-c2ccccc2)n1CC(=O)Nc1cccc(C(F)(F)F)c1 | 4 | 11 | nt | -20 | 3 | -1 | 0.1 | -8
22 | CCOc1ccc(S(=O)(=O)N2CCOCC2)cc1NC(=O)CN1C(=O)NC(CC)(c2ccccc2)C1=O (centres undefined) | 5 | -5 | nt | 0 | 4 | 0 | 0.2 | -1
23 | Nc1cc(C(Cl)=C(Cl)Cl)c(S(N)(=O)=O)cc1S(N)(=O)=O | 2 | -10 | 2.7 | -18 | -1 | -1 | 0.0 | 20
24 | COc1ccc(S(=O)(=O)Nc2ccc3c(c2)CC(=O)N([C@H](C)CO)C[C@H](C)[C@H](CN(C)C(=O)Nc2ccc(C(F)(F)F)cc2)O3)cc1 | -6 | -1 | -14 | -13 | -1 | 5 | 0.0 | -16
25 | CCC(=O)N1CCCCN2[C@H](CO)[C@@H](c3ccc(-c4cccnc4)cc3)[C@@H]2C1 | 8 | -30 | 0.3 | -12 | -2 | -1 | 0.1 | -6
26 | Cc1cc(S(=O)(=O)N(Cc2ccccc2F)C2CC2)ccc1-n1cnnn1 | -9 | -4 | -0.1 | -7 | 6 | -1 | -0.1 | -17
27 | Cc1nc2ccc(C(=O)N/N=C/c3ccc(O)cc3)cc2[nH]1 | -6 | 10 | 0.1 | -5 | -5 | 4 | 0.0 | -3
28 | COc1ccccc1CNC(=O)C[C@H]1CC[C@H]2[C@@H](COC[C@@H](O)CN2Cc2ccc3c(c2)OCO3)O1 | 13 | 7 | 0.3 | -3 | 2 | 0 | 0.0 | -4
29 | CC(C)C(C)(C#N)NC(=O)COC(=O)C1CCN(S(=O)(=O)c2ccc3c(c2)OCCO3)CC1 (centres undefined) | -1 | 4 | 0.3 | -24 | 2 | 0 | 0.0 | 8
30 | C[C@@H]1CCCCO[C@@H](CN(C)C(=O)CCCN(C)C)[C@@H](C)CN([C@@H](C)CO)C(=O)c2cc(NS(=O)(=O)c3ccc(F)cc3)ccc2O1 | 6 | 8 | 0.0 | 10 | -3 | 2 | -0.1 | -2
31 | Cc1ccc(OC(=O)c2sc3ncn(C)c(=O)c3c2C)cc1 | 30 | -2 | 0.9 | 2 | -4 | nt | 0.1 | 6
32 | CC(OC(=O)C1CCCC1)C(=O)Nc1ncc(Cl)cc1Cl (centres undefined) | -5 | 4 | nt | -13 | -31 | 0 | 0.1 | 0
33 | Nc1c(C(=O)N/N=C/c2ccc(OCc3ccccc3)cc2)cnn1-c1ccccc1 | nt | -6 | nt | 5 | 1 | -1 | -0.1 | -1
34 | Nc1nc(Cl)nc2c1ncn2C1OC(CO)C(O)C1O (centres undefined) | -17 | 7 | nt | 4 | 1 | 0 | nt | 0
35 | COCCNC(=O)c1onc(CS(=O)(=O)c2cc(C)cc(C)c2)c1C(=O)NCCOC | 0 | 4 | 0.0 | -13 | -1 | 1 | 0.0 | -2
36 | COc1ccccc1NC(=S)NC(=O)CCc1ccccc1 | 4 | -11 | 0.0 | -8 | 3 | -1 | 0.0 | 0
37 | COc1ccc(NS(=O)(=O)c2cn(C)c(=O)n(C)c2=O)cc1 | 1 | 0 | -0.1 | -1 | 1 | -1 | 0.2 | 6
38 | Cc1cc(C)nc(NC(N)=NCCc2ccccc2)n1 | -3 | -12 | -0.1 | -7 | 13 | -10 | 0.0 | 0
39 | Cc1ccc(CCNC(=O)C2CCCN(S(C)(=O)=O)C2)cc1 (centres undefined) | -1 | 3 | nt | -3 | 3 | 6 | 0.0 | -8
40 | CC(C)c1ccc(N)c(S(=O)(=O)O)c1 | -4 | nt | 2.4 | -25 | -5 | 1 | -0.1 | 4
41 | Cc1ccccc1-c1ccc2c(c1)O[C@@H](CN(C)CC1CC1)[C@@H](C)CN([C@H](C)CO)S2(=O)=O | 0 | 5 | -1.9 | 37 | 0 | -2 | -0.2 | -13
42 | CCCNC(=O)c1cc2c(c(-c3cccc(-c4ccncc4)c3)n1)[C@@H](CCO)N(S(=O)(=O)CC)C2 | nt | nt | 0.0 | 0 | -2 | 2 | 0.0 | 3
43 | COc1ccc(Cn2c(CCC(=O)Nc3ccccc3OC)nc3cccnc32)cc1 | nt | -2 | nt | -24 | 2 | 1 | 0.2 | -5
44 | COc1ccccc1CNC(=O)C[C@@H]1C[C@@H]2c3cc(NC(=O)C4CCC4)ccc3O[C@@H]2[C@@H](CO)O1 | 1 | 3 | 0.0 | 11 | -6 | -1 | 0.0 | -4
45 | Cc1ccc(N2CC(O)(c3cccs3)[N+]3=C2CCCC3)cc1 (centres undefined) | nt | nt | 2.0 | -15 | -3 | 0 | 0.0 | -1
46 | Cc1ccc(C(=O)N2CCCCCC2)cc1S(=O)(=O)N1CCOCC1 | nt | 9 | nt | -5 | 2 | 1 | 0.0 | -15
47 | CCc1ccc([C@@H]2CC(=O)[C@@H]3CN(S(=O)(=O)c4ccccc4)[C@H](c4ccc(OC)cc4)C[C@@H]3N2S(=O)(=O)c2ccc(C)cc2)cc1 | 4 | 1 | -0.1 | -12 | -2 | 1 | -0.2 | -5
48 | COc1ccccc1-c1cn(CC[C@@H]2CC[C@@H](NC(=O)C3CCOCC3)[C@H](CO)O2)nn1 | -1 | 4 | 2.2 | -11 | 3 | 0 | -0.1 | -3
49 | CCOC(=O)c1oc2ccccc2c1CN1CC(C)OC(C)C1 (centres undefined) | -7 | 4 | nt | -22 | -1 | 2 | 0.1 | 6
50 | Cc1noc(C)c1NC(=O)NCC[C@@H]1CC[C@@H](NC(=O)c2ccccc2)[C@@H](CO)O1 | -1 | -4 | 0.1 | -20 | -1 | 0 | -0.4 | -21
51 | O=C(CCc1nnc(CCCCc2ccccc2)o1)NCCN1CCOC1=O | nt | nt | nt | -10 | 1 | 2 | 0.0 | -3
52 | C[C@@H]1CN([C@@H](C)CO)C(=O)c2cc(C#CCc3ccccc3)cnc2O[C@@H]1CN(C)Cc1ccccc1 | nt | nt | 0.2 | 6 | 3 | -3 | 0.2 | -16
53 | O=C(NC1CCCCC1)c1cc(-c2ccco2)on1 | 5 | -1 | nt | -1 | -4 | 3 | nt | 1
54 | Cc1nc2sc(C(c3ccco3)N3CCC(C)CC3)c(O)n2n1 (centres undefined) | -5 | 3 | 0.0 | -35 | 1 | 6 | 0.0 | -6
55 | C[C@@H]1CN([C@@H](C)CO)C(=O)c2cc(NC(=O)Nc3cccc4ccccc34)ccc2O[C@@H]1CN(C)C(=O)Nc1ccccc1 | -3 | -3 | 0.1 | -18 | ? | -13 | 0.2 | 3
56 | COCCCN1C(=O)N(c2ccc(F)cc2)C(=O)C1CC(=O)Nc1ccc(OC)cc1 (centres undefined) | -10 | 5 | 0.6 | -11 | 3 | 3 | 0.0 | -3

Exported in transposed form: entries from further up.
50) Cc1noc(C)c1NC(=O)NCC[C@@H]1CC[C@@H](NC(=O)c2ccccc2)[C@@H](CO)O1
51) O=C(CCc1nnc(CCCCc2ccccc2)o1)NCCN1CCOC1=O
Assay by compound	50	51
esBAF inh	-1	nt
RAD54 branch	-4	nt
E-sel inducer	0.1	nt
RAD52 anneal inh	-20	-10
ERp5 block	-1	1
ERAP1 HTS inh	0	2
Xi reactivation	-0.4	0.0
S100A4 MyoIIA	-21	-3
